Source: PubChem
E coli Lon inh: inhibitors of E. coli Lon protease | P0A9M0 | inhibition, % at 7.94 µM | actives 0.42% (n = 360,000) | purified E. coli Lon protease, fluorescence polarization | AID 602123; in the data active = inhibition above about 13%, passing the limit was not always enough;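 also: 0% = enzyme with probe and DMSO and 100% = no enzyme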
CendR NRP1 mod: alters CendR peptide binding to human NRP-1; inhibition, % at 25 µM; O14786; FAM-RPARPAR peptide binding to NRP-1, fluorescence polarization; actives 0.85% (n = 360,000);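 active = inhibition or corrected inhibition above about 18%, plus a signal ratio from 0.5 to 1.5, limit read from the data, passing the limit was not always enough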; also: strong numbers were not always called active
MsrA act: activators of bovine methionine sulfoxide reductase A; AID 602163; activation, % at 10.6 µM; actives 0.3% (n = 360,000); purified bovine MsrA, absorbance read-out; in the data active = activation above about 7.5%;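 also: 0% = vehicle and 100% = reference activator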
MT1-MMP act inh: inhibitors of human MT1-MMP activation; HT1080 RFP-PRO-GFP cells, GFP/RFP ratio fluorescence, overnight; percent of plate control window, DMSO zero; actives 0.061% (n = 360,000); P50281; GFP/RFP ratio change, % at 20 µM; AID 651647;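 active = GFP/RFP ratio change of at least 30% with cell ATP level not reduced by more than half and red fluorescence within 50% of control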; also: strong numbers were not always called active
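Compound: 20 µM single dose, 1% DMSO / System: HT1080 RFP-PRO-GFP cells / Controls: DMSO and RFP-L50D-GFP cell wells / Read-out basis: GFP/RFP fluorescence ratio / Schedule: overnight compound exposure at 37 °C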
MLLE-PAM2 inh: inhibitors of microRNA-mediated deadenylation, human PABP1 MLLE binding; P11940; GST-MLLE / FITC-PAM2 fluorescence polarization; inhibition, % at 20 µM; actives 0.36% (n = 360,000); in the data active = inhibition above about 35%, passing the limit was not always enough;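 also: plate controls were DMSO wells with GST-MLLE for no effect and wells lacking GST-MLLE protein for full effect; some results filed as inactive read as strong as hits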
Target sequence (P11940 whole entry, looked up): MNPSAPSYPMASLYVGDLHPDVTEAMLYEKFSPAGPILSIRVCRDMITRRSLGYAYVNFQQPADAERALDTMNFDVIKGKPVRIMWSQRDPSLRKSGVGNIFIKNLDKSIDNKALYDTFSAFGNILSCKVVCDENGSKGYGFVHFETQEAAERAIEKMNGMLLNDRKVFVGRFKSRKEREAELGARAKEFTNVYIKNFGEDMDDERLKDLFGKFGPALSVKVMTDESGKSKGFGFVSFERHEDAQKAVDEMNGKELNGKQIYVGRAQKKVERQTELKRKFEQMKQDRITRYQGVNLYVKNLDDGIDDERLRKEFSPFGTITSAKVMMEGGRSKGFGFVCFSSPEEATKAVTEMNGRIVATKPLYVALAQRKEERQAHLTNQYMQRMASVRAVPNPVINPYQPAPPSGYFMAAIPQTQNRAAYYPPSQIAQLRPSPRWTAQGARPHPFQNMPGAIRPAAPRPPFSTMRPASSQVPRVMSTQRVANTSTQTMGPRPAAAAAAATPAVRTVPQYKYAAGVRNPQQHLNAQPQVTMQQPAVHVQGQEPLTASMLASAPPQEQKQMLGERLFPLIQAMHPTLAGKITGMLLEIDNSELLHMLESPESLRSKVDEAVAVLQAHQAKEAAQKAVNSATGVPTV
SKN-1 block: inhibitors of C. elegans SKN-1; C. elegans VP596 Pgst-4::GFP/RFP ratio, acrylamide-induced, 24 h; inhibition, % at 21.8 µM; actives 0.49% (n = 360,000);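 active = interference check ratio from 0.5 to 1.5 plus GFP to RFP signal ratio inhibition reaching or exceeding a fixed threshold, cut at about 30% in these data, passing the limit was not always enough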; also: some compounds called inactive have numbers as strong as hits
Tb MetRS inh: Trypanosoma brucei MetRS inhibition. purified T. brucei MetRS, ATP depletion, Kinase-Glo luminescence. inhibition, % at 11.9 µM. actives 0.4% (n = 360,000);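 active = inhibition above a per-plate cutoff of the control wells' mean inhibition plus 3 SD, cut at about 5.5% in these data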;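 also: 0% = DMSO wells median and 100% = median of wells with control inhibitor compound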
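assay system = parasite MetRS enzyme | timing = 15 min preincubation, 2 h reaction, all 25 °C | evaluation = percent inhibition relative to median high and low control wells | medium = HEPES buffer containing pyrophosphatase, BSA, spermine, DTT | compound = single dose, 11.9 µM final nominal, 0.9% final DMSO | detection = Kinase-Glo luminescence, ATP depletion format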
MsrA inh: bovine MsrA inhibition | actives 0.75% (n = 360,000) | AID 651718 | inhibition, % at 15.5 µM | purified bovine MsrA, absorbance read-out; in the data active = inhibition above about 4.5%;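 also: 0% = vehicle wells with enzyme and 100% = reference inhibitor wells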
FAS-TE inh: inhibitors of human fatty acid synthase thioesterase domain; P49327; recombinant FAS-TE, OMFH fluorogenic substrate, fluorescence endpoint; inhibition, % at 15 µM; actives 0.67% (n = 360,000); AID 602261;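 active = compounds whose normalised, plate-corrected inhibition of enzyme fluorescence in the single-dose primary screen is 50% or more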;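 also: 0% = DMSO with enzyme and 100% = substrate without enzyme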
* marks the source's active call; other numbers are inactive results; . = no result given.

SMILES	E coli Lon inh	CendR NRP1 mod	MsrA act	MT1-MMP act inh	MLLE-PAM2 inh	SKN-1 block	Tb MetRS inh	MsrA inh	FAS-TE inh
CCOc1ccc(-n2nnc3c(=O)n(CC(=O)N4CCCc5ccccc54)cnc32)cc1	-19	-10	0	0	-1	-15	0.2	-0.2	8
Cc1ccc(N2C(=O)C(Cc3ccccc3)NC2=S)cc1 (stereo not given)	-6	12	-12	9	-63	0	-1.4	0.6	-10
CC(=O)c1nc(N2C(=O)CC(Cc3cccc(C)c3)C2=O)sc1C (stereo not given)	-1	4	0	-4	-14	13	0.1	0.2	4
Cc1ccc(S(=O)(=O)CCC(=O)OCC(=O)N2CCc3ccccc32)cc1	-17	2	-4	-1	3	10	-0.7	-0.3	29
CSc1nsc(SCC(=O)Nc2ccc(C(N)=O)cc2)n1	6	4	-4	1	21	-13	0.5	-1.6	-4
O=C(CCC1CCCCC1)Nc1cccc(C(=O)Nc2ccc(C(=O)O)cc2)c1	2	5	-2	1	-3	9	0.5	-0.7	-1
C[C@H]1CN([C@@H](C)CO)C(=O)CCCn2nncc2CO[C@@H]1CN(C)S(=O)(=O)c1cccc(F)c1	2	-1	0	-1	5	-13	0.1	0.3	-5
Cc1ccccc1OCC(=O)NNC(=O)CCc1ccccc1	-2	14	-1	-1	-15	-10	-0.3	0.5	-3
COc1ccc(CCC(=O)Nc2ccc(Br)cn2)cc1	-5	-8	-4	3	-5	13	-0.4	-0.5	3
O=C(CSc1nnc(-c2cccnc2)n1Cc1ccco1)N1c2ccccc2Sc2ccccc21	-13	-23	1	-4	6	7	-0.3	0.9	9

The closing six compounds of the section before lead into the next.
SMILES	E coli Lon inh	CendR NRP1 mod	MsrA act	MT1-MMP act inh	MLLE-PAM2 inh	SKN-1 block	Tb MetRS inh	MsrA inh	FAS-TE inh
CSc1nsc(SCC(=O)Nc2ccc(C(N)=O)cc2)n1	6	4	-4	1	21	-13	0.5	-1.6	-4
O=C(CCC1CCCCC1)Nc1cccc(C(=O)Nc2ccc(C(=O)O)cc2)c1	2	5	-2	1	-3	9	0.5	-0.7	-1
C[C@H]1CN([C@@H](C)CO)C(=O)CCCn2nncc2CO[C@@H]1CN(C)S(=O)(=O)c1cccc(F)c1	2	-1	0	-1	5	-13	0.1	0.3	-5
Cc1ccccc1OCC(=O)NNC(=O)CCc1ccccc1	-2	14	-1	-1	-15	-10	-0.3	0.5	-3
COc1ccc(CCC(=O)Nc2ccc(Br)cn2)cc1	-5	-8	-4	3	-5	13	-0.4	-0.5	3
O=C(CSc1nnc(-c2cccnc2)n1Cc1ccco1)N1c2ccccc2Sc2ccccc21	-13	-23	1	-4	6	7	-0.3	0.9	9
CNC(=O)NC(=O)COC(=O)c1cccc(S(=O)(=O)N2CC3(C)CC2CC(C)(C)C3)c1 (stereo not given)	-3	6	-4	1	-10	-4	-0.4	-1.1	4
C[C@H](NC(=O)Nc1ccc2c(c1)OCCO2)C(=O)O	-9	0	-1	1	9	7	-0.6	1.2	-4
CCN=C1SC(CC(=O)NC2CCCCC2)C(=O)N1CC (stereo not given)	-2	-14	-1	1	6	8	-0.5	0.7	-6
CC(C)CC(=O)N1CCN(c2ccc([N+](=O)[O-])c(NCc3ccccc3)c2)CC1	6	7	-1	-6	5	-10	0.2	1.9	27
COc1ccc(Cl)cc1Nc1ncnc2sc(C)c(S(=O)(=O)N3CCC(C)CC3)c12	-2	-5	-7	-8	-10	-11	-1.4	0.0	14
COc1ccc(-c2ccc(C(=O)Nc3ccc(Cl)cc3)c3occc23)c(C)c1	6	4	-1	-7	-10	7	-0.3	1.7	25
O=C(c1ccccc1)N(Cc1ccccc1)c1ccccn1	5	-1	-3	0	3	4	-0.3	-1.8	-6
CN(C)CC(C)(C)CNS(=O)(=O)c1ccc(Cl)cc1	3	2	-4	-2	14	8	2.1	0.2	-5
O=C(Nc1ccc(N2CCOCC2)cc1)c1ccc(S(=O)(=O)NCc2ccco2)cc1	-1	-6	-2	-1	-2	-10	0.1	0.6	-9
COc1ccccc1CN(Cc1cccnc1)S(=O)(=O)c1ccc(-n2cnnn2)c(OC)c1	-1	-8	-3	-2	-1	7	0.5	-1.0	0
O=C(c1ccc(Br)s1)N1CCN(Cc2ccc3c(c2)OCO3)CC1	-12	-84	3	-5	2	7	0.4	-0.7	2
O=C(O)COc1ccc2occ(C(=O)c3ccccc3)c2c1	8	2	-1	-2	-3	13	0.4	.	-4
Cc1ccc(-c2c3c(=O)n(C)c(=O)n(C)c3cn2-c2ccccc2O)cc1	-1	-4	6	3	-9	6	0.1	0.9	-5
COc1ccc(C(O)CNc2ccc(C)cc2)cc1 (stereo not given)	0	7	-1	3	7	36*	0.7	1.2	3
O=C(C1=C[C@@H](c2ccc(C(F)(F)F)cc2)C[C@@H](OCCCCO)O1)N1CCOCC1	-1	-6	-2	2	7	22	0.5	0.0	0
C=CC[C@@H](CC(=O)NCCO)C(=O)N[C@H](C)COC(=O)[C@@H](CC=C)Cc1ccc(F)cc1	5	12	1	4	12	-3	-0.4	1.1	-7
CC(CNC(=O)c1ccco1)NC(=O)c1ccco1 (stereo not given)	-16	9	-2	2	-2	4	0.6	-0.2	-1
Cc1ccc(NC(=O)CSc2nnc(-c3ccncc3)o2)cc1	-3	0	-9	-5	-6	11	-0.7	0.3	1
CCOC(=O)Cc1c(C)nc2c(-c3cccc(Br)c3)c[nH]n2c1=O	1	-6	0	-3	4	-2	0.3	1.5	3
O=C(CN1CCCC1)Nc1ccc(S(=O)(=O)N2CCCCC2)cc1	-3	4	-2	5	-2	6	-0.4	-0.8	-5
CC(C)[C@H](NC(=O)N1CC(=O)Nc2ccccc21)C(=O)N1CCC(C(=O)O)CC1	5	-8	-2	-2	-7	7	-0.5	0.0	-1
COc1ccc(Cn2nnnc2C(c2ccccc2Cl)N2CCN(C)CC2)cc1 (stereo not given)	-4	-4	-3	-10	9	8	-0.7	-1.5	-7
CCOC(=O)c1cc(CC)sc1NC(=O)COC(=O)c1cnccn1	-15	-12	-3	9	-10	15	-0.4	1.3	2
CCc1ccc(/C=N/NC(=O)c2nnn(-c3nonc3N)c2CN2CCOCC2)cc1	6	9	-3	-3	11	-6	-0.1	4.0	0
Cc1sc2ncn(CC(=O)OC(C)C(=O)NC(C)(C)C)c(=O)c2c1C (stereo not given)	-1	1	0	7	-10	25	1.1	2.5	-1
CCOC(=O)N1CCN(C(=O)CN(c2cccc(C)c2)S(=O)(=O)c2ccccc2)CC1	-1	4	1	1	3	19	-0.1	0.0	-5
O=C(c1c[nH]c(C(=O)N2CCN(c3ccccc3F)CC2)c1)c1cccc(Cl)c1Cl	5	6	-2	-21	0	-11	-0.3	0.1	19
COC(=O)CSc1nc(NC#N)nc(NC(C)(C)C)n1	-3	-16	-4	2	6	-6	-0.2	0.0	-3
Cc1cc(N2CCOCC2)nc2ccc(Cl)cc12	-1	6	0	5	-1	20	-0.1	0.3	4
CCC1Nc2ncnc(N3CCN(c4ccccc4)CC3)c2N(Cc2ccc(OC)cc2)C1=O (stereo not given)	-5	-14	-6	-6	-6	11	0.2	1.9	8
O=C(Nc1ccc2nc3n(c(=O)c2c1)CCCC3)c1cccnc1Cl	5	-4	1	1	11	-14	-0.3	1.0	1
CSc1nc(N)nc2c1ncn2C1OC(CO)CC1O (stereo not given)	1	-1	-3	3	-50	9	-0.3	0.3	-4
Cc1c(C(=O)O)cccc1-c1ccc(/C=N/n2cnnc2)o1	8	-14	-6	-3	-22	-9	-0.7	6.5*	-3
Cc1ccc(-c2nc(-c3ccncc3)no2)cc1C	2	0	-7	3	6	4	0.5	0.7	4
COc1ccc(CN2C(=O)C(CC(=O)NCc3ccco3)CC(C(=O)N3CCOCC3)=C2C)cc1 (stereo not given)	-1	-11	-13	.	0	-16	-0.9	0.5	-9
CCc1cccc(C)c1NC(=O)c1ccc2c(c1)CCN2S(C)(=O)=O	1	-3	-6	3	10	18	-0.1	-0.1	-4
CNC(=O)CN(c1ccc2c(c1)OCCO2)S(C)(=O)=O	-8	0	-1	-2	-4	6	-0.1	-1.1	-6
O=C1CCN(C(=O)c2ccccc2)C2CCCCC12 (stereo not given)	4	8	-1	4	-18	6	-0.7	0.6	-4
CCc1ccc2nc(SCC(=O)N(CC)CC)c(C#N)cc2c1	0	0	0	2	2	-10	-0.4	-0.9	15
Cc1n(CC(O)COC2CCCCC2)c2ccccc2[n+]1C (stereo not given)	4	16	1	1	-127	6	0.4	-0.3	-4
COc1cccc(OCc2cc(C(=O)N(C)C3CCCCC3)no2)c1	-12	3	-1	6	0	-6	-0.1	-0.3	4
O=C(CCS(=O)(=O)c1ccc(Br)cc1)NC1CCCC1	-6	2	-10	0	-98	-2	-0.7	.	-5
Cc1ccc(S(=O)(=O)NC(C)C(=O)Nc2ccc3c(c2)OCO3)cc1 (stereo not given)	-3	9	0	0	-19	14	-0.5	0.7	-6
CCOC(=O)c1cnc(Nc2nc3ccccc3o2)nc1CN1CCN(C)CC1	9	-16	0	-7	10	10	0.8	1.8	-6
CC(=O)Nc1cccc(-c2nc3ccccc3s2)c1	-9	-3	-5	1	-10	13	0.3	1.6	0
Cc1cccc(NC(=O)Nc2ccncc2)c1	-4	-8	6	-2	-3	-6	-0.5	-0.9	-4
CCOC(=O)C1=C(C)NC(=S)NC1c1ccc(OCC(=O)N2CCCCC2)cc1 (stereo not given)	1	18	0	0	-131	17	0.6	1.4	-2
Cc1ccc2c(CN(C)Cc3cccc(F)c3)cc(=O)oc2c1	-4	-2	-3	-2	9	1	-1.0	0.6	18

Entries above marked active in MsrA inh:
Structure	E coli Lon inh	CendR NRP1 mod	MsrA act	MT1-MMP act inh	MLLE-PAM2 inh	SKN-1 block	Tb MetRS inh	MsrA inh
Cc1c(C(=O)O)cccc1-c1ccc(/C=N/n2cnnc2)o1	8	-14	-6	-3	-22	-9	-0.7	6.5*

Shown with two lines to a compound: entries from further up.
Under each structure: E coli Lon inh, CendR NRP1 mod, MsrA act, MT1-MMP act inh, MLLE-PAM2 inh, SKN-1 block, Tb MetRS inh, MsrA inh, FAS-TE inh
> Cc1ccc(S(=O)(=O)NC(C)C(=O)Nc2ccc3c(c2)OCO3)cc1 (stereo not given)
→ -3, 9, 0, 0, -19, 14, -0.5, 0.7, -6
> CCOC(=O)c1cnc(Nc2nc3ccccc3o2)nc1CN1CCN(C)CC1
→ 9, -16, 0, -7, 10, 10, 0.8, 1.8, -6
> CC(=O)Nc1cccc(-c2nc3ccccc3s2)c1
→ -9, -3, -5, 1, -10, 13, 0.3, 1.6, 0
> Cc1cccc(NC(=O)Nc2ccncc2)c1
→ -4, -8, 6, -2, -3, -6, -0.5, -0.9, -4
